Neddylation inh = inhibitors of human cullin neddylation; P61081+Q13564; TR-FRET cullin neddylation, biochemical; calls only at 25 µM; hit rate 0.58% among 360,000; AID 651699; in the data active = inhibition above about 36%
FAS-TE inh = inhibitors of human fatty acid synthase thioesterase domain. hit rate 0.67% among 360,000. P49327. inhibition, % at 15 µM. recombinant FAS-TE, OMFH fluorogenic substrate, fluorescence endpoint;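 active = compounds whose normalised, plate-corrected inhibition of enzyme fluorescence in the single-dose primary screen is 50% or more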;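 also: 0% = DMSO with enzyme and 100% = substrate without enzyme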
MsrA act = activates bovine MsrA enzyme; activation, % at 10.6 µM; purified bovine MsrA, absorbance read-out; hit rate 0.3% among 360,000; in the data active = activation above about 7.5%;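 also: 0% = vehicle and 100% = reference activator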
CendR NRP1 mod = NRP-1/CendR interaction modulation | O14786 | FAM-RPARPAR peptide binding to NRP-1, fluorescence polarization | inhibition, % at 25 µM | hit rate 0.85% among 360,000;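 active = inhibition or corrected inhibition above about 18%, plus a signal ratio from 0.5 to 1.5, limit read from the data, passing the limit was not always enough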; also: strong numbers were not always called active
Target sequence (O14786 whole entry, looked up): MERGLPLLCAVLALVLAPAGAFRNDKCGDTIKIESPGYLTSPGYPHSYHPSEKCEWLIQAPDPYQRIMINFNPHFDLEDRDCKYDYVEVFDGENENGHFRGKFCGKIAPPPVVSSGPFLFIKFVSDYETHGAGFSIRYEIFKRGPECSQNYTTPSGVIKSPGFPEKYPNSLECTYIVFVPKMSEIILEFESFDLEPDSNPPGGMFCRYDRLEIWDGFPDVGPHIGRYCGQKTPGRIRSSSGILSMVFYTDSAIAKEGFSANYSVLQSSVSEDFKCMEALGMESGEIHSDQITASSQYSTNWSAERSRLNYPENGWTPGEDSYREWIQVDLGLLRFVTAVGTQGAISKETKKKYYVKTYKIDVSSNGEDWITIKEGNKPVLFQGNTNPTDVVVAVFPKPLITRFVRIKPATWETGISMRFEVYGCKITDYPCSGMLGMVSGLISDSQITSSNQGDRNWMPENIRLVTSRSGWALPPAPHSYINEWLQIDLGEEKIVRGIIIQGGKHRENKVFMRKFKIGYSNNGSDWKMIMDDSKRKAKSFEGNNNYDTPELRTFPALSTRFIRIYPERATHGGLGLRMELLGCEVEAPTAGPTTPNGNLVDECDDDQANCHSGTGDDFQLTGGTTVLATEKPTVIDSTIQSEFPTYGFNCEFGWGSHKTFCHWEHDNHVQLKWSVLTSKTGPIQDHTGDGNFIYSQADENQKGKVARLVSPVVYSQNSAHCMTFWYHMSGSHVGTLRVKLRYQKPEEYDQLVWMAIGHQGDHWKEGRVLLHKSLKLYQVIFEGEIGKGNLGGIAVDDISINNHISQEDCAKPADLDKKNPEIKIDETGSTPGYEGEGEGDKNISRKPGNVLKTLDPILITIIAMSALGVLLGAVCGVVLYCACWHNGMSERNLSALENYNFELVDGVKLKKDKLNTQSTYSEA
eLon inh = inhibitors of E. coli Lon protease; P0A9M0; purified E. coli Lon protease, fluorescence polarization; inhibition, % at 7.94 µM; hit rate 0.42% among 360,000; AID 602123; in the data active = inhibition above about 13%, passing the limit was not always enough;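 also: 0% = enzyme with probe and DMSO and 100% = no enzyme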
Rin1 Abl inh = inhibitors of human Rin1-Abl protein interaction | TR-FRET Rin1/Abl binding, biochemical | inhibition, % at 7.35 µM | hit rate 0.4% among 360,000 | AID 588664; in the data active = inhibition above about 5%, passing the limit was not always enough
SKN-1 block = inhibitors of C. elegans SKN-1. C. elegans VP596 Pgst-4::GFP/RFP ratio, acrylamide-induced, 24 h. inhibition, % at 21.8 µM. hit rate 0.49% among 360,000;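 active = interference check ratio from 0.5 to 1.5 plus GFP to RFP signal ratio inhibition reaching or exceeding a fixed threshold, cut at about 30% in these data, passing the limit was not always enough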; also: some compounds called inactive have numbers as strong as hits
MT1-MMP act inh = MT1-MMP (human) activation inhibition; HT1080 RFP-PRO-GFP cells, GFP/RFP ratio fluorescence, overnight; percent of plate control window, DMSO zero; GFP/RFP ratio change, % at 20 µM; hit rate 0.061% among 360,000;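 active = GFP/RFP ratio change of at least 30% with cell ATP level not reduced by more than half and red fluorescence within 50% of control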; also: strong numbers were not always called active
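Assay system: HT1080 cells carrying an RFP-PRO-GFP reporter | Dosing: Single dose of 20 µM compound, 1% DMSO final | Incubation: Cells overnight before dosing, compound overnight, 37 °C, 5% CO2 | Evaluation: GFP/RFP fluorescence ratio | Control set: DMSO and RFP-L50D-GFP cell wells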
MsrA inh = bovine MsrA inhibition; inhibition, % at 15.5 µM; hit rate 0.75% among 360,000; purified bovine MsrA, absorbance read-out; in the data active = inhibition above about 4.5%;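 also: 0% = vehicle wells with enzyme and 100% = reference inhibitor wells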
* = called active by the depositor; i = inactive; . = no result given; + = active, no number; & = joins results of further samples.

SMILES | Neddylation inh | FAS-TE inh | MsrA act | CendR NRP1 mod | eLon inh | Rin1 Abl inh | SKN-1 block | MT1-MMP act inh | MsrA inh
NNC(=O)c1ccc2c(c1)S(=O)(=O)NNC2=O | i | -6 | -4 | 4 | -1 | 0 | 3 | 2 | 1.5
COc1cc(-c2cc(N)n(S(=O)(=O)c3ccc(F)cc3)n2)cc(OC)c1OC | i | 0 | -3 | 2 | -10 | 2 | 18 | 11 | -0.3
O=C(CSc1ncn[nH]1)Nc1ccc(Cl)c(Cl)c1 | i | -162 | -2 | 3 | 2 | -3 | 44* | 2 | -0.8
COc1cc(NC(=O)c2cnc(N)o2)cc(C(=O)Nc2cccc(C(F)(F)F)c2)c1 | i | 16&13 | -2&-4 | 5&3 | -4&-5 | 0&3 | 17&13 | 0&0 | 2.0&-0.3
O=C(NC(Cc1c[nH]c2ccccc12)C(=O)NCCCN1CCOCC1)c1cccs1 (configuration not stated) | i | -6 | 0 | 6 | -3 | -2 | -14 | -1 | -1.3
CC(=O)Nc1ccc(-c2csc(NC(=O)c3ccc(C)o3)n2)cc1 | i | 1 | 0 | 10 | -6 | -6 | 8 | -1 | 0.8
CCN(CC)CCN(C(=O)/C=C/c1cccs1)c1nc2ccc(Cl)cc2s1 | . | 7 | -9 | 4 | -17 | -4 | 8 | 3 | 1.2
On1nnc2c3ccccc3c3ccccc3c21 | i | -11 | -8 | -13 | 5 | -2 | 7 | 3 | -0.4
O=C(Nc1ccc(-c2nc3ccccc3s2)c(OC(=O)c2ccccc2)c1)c1ccccc1 | i | -12 | 0 | 13 | 1 | 1 | 7 | 3 | 1.3
COc1nc(-c2ccccc2Cl)ccc1C#N | i | 18 | -11 | -10 | 3 | -4 | 3 | 1 | 0.2
CCN(CC)C(=O)[C@H]1CC(CC(=O)NCCCN(C)C)C(=O)N2CCc3c([nH]c4ccc(OC)cc34)[C@]12C (some centres not stated) | i | -8 | -2 | 3 | + | -3 | -10 | 0 | 0.4
Cc1ccc(C(=O)OCC(=O)NC2CCCCC2)cc1S(=O)(=O)N1CCCCC1 | i | -6 | 8.4* | -9 | -5 | -1 | 12 | 4 | -0.1
CCOc1cc(S(=O)(=O)NCc2cccs2)ccc1Cl | i | 5 | -4 | 7 | -10 | 3 | -11 | -2 | -0.8
O=C(NCc1ccco1)C(Cc1ccccc1)N1C(=O)c2ccccc2C1=O (configuration not stated) | i | 4 | -2 | -1 | -4 | -1 | -3 | -4 | -1.2
COc1ccc(Cl)cc1NC(=O)COC(=O)Cc1cc(OC)c(OC)c(OC)c1 | i | 2 | -6 | 7 | -5 | 2 | -8 | -1 | -0.1
Cc1coc2cc3oc(=O)c(CCC(=O)NCCCN4CCOCC4)c(C)c3cc12 | . | -5 | -2 | 7 | -6 | -2 | 27 | 5 | 1.4
Cc1c(NC(=O)Nc2ccc(Cl)c(Cl)c2)c(=O)n(-c2ccccc2)n1C | i | 12 | 1 | 1 | 13 | -3 | 3 | -4 | 0.3
Ic1ccc(N2CCN(Cc3c[nH]c4ncccc34)CC2)cc1 | i | 2 | -3 | -6 | 4 | 0 | 8 | 5 | -0.3
COc1ccccc1CNC(=O)COc1ccccc1C | i | 0 | -1 | 4 | 3 | -4 | -9 | -2 | 0.1
CN(C)c1oc(-c2ccccc2Cl)nc1P(=O)(c1ccccc1)c1ccccc1 | . | 14 | 0 | -2 | -2 | -2 | 15 | -4 | 0.8
CC(NC(=O)c1ccc([N+](=O)[O-])cc1Cl)C1CC2CCC1C2 (configuration not stated) | i | 57* | -1 | 15 | 3 | 0 | 6 | 2 | 1.1
O=C1OC(c2ccccc2)C2(CCCC2)C(=O)C12CCCC2 (configuration not stated) | i | -4 | -13 | -3 | 4 | 4 | -12 | 0 | -1.2
Cc1cc(C)c(Cn2c(=O)n(CCCC(=O)NCc3ccco3)c(=O)c3sccc32)c(C)c1 | i | -7 | -1 | 6 | 4 | -7 | 2 | 1 | 0.5
CCn1c(COc2ccccc2)nc2ccccc21 | i | -2 | 0 | -11 | -2 | -3 | -1 | 2 | 1.1
COc1cc(/C=N/O)ccc1Oc1cnccn1 | i | -7 | -1 | 6 | 4 | 2 | 11 | -3 | 0.2
O=C(CN1CCCC1)NCc1ccccc1 | i | -7 | -5 | -4 | 1 | 2 | -8 | 1 | -0.7
O=C(c1cc(Cl)nc2ccccc12)N1CCN(S(=O)(=O)c2ccccc2[N+](=O)[O-])CC1 | i | 12 | -3 | 10 | 9 | -1 | 11 | 0 | 0.3
Cc1ccc(S(=O)(=O)/N=S(\C)C(C)C)cc1 (configuration not stated) | i | -11 | -2 | 3 | 16 | 0 | 7 | -1 | -0.8
COC(=O)CCCCCCCCCC[N+]1(C)CCCCC1 | i | -7 | -8 | 1 | 2 | -1 | 2 | -1 | 2.0
CCOc1ccc(/C=N/Nc2ccc(Cl)nn2)c(O)c1 | i | -5 | -2 | 13 | 7 | -2 | 8 | 6 | 0.0
COC(=O)C1CCN(C(=O)COc2ccc(S(=O)(=O)N3CCOCC3)cc2Cl)CC1 | i | -6 | -6 | 18 | -9 | 3 | 13 | 2 | 0.6
Clc1ccccc1-c1nnc(-c2ccccc2Cl)o1 | i | 25 | -1 | 11 | -5 | 2 | 67* | -2 | 0.9
O=C1CCC([N+](=O)[O-])C(c2ccccc2C(F)(F)F)N1 (configuration not stated) | i | -5 | 2 | 3 | 5 | 4 | -4 | -1 | -0.6
Cc1ccc(NC(=O)COc2ccc(Br)cn2)cc1 | i | -3 | -4 | 0 | 1 | -2 | 5 | 1 | -1.1
CN1CCN(c2ccccc2NC(=O)c2ccc(-c3ccc(Cl)cc3Cl)o2)CC1 | i | 20 | -5 | -9 | -7 | -5 | 15 | 4 | -1.2
COC(=O)CN(c1cccc(C)c1)S(=O)(=O)c1ccccc1 | i | -5 | -4 | 21 | -5 | -1 | 7 | -6 | -0.1
O=C(COC(=O)/C=C/c1ccc(F)cc1)NC1CC1 | i | -6 | -7 | 7 | 13 | 1 | -10 | -4 | -0.6
CC1CN(CC(=O)NN=C(c2ccccc2)c2ccccc2)CC(C)O1 (configuration not stated) | i | -9 | -5 | 4 | -4 | 1 | 4 | -5 | 1.6
Cn1c(=O)c(Oc2ccc(F)cc2)c(O)c2ccccc21 | i | -12 | -1 | -6 | 0 | 0 | 9 | -1 | -0.1
CCCN1CCN(C(=O)Cn2ncc3ccccc32)CC1 | i | -3 | -5 | -15 | 4 | 2 | 10 | -1 | -1.0
CC(C)NC(=O)c1ccccc1-c1ccccc1 | i | -10 | -11 | -13 | 1 | 0 | -25 | -1 | 0.1
CC(C)NC(=O)CSCc1c(F)cccc1Cl | i | -9 | -6 | 13 | 8 | -1 | 8 | 7 | -0.6
CC(O)(CS(=O)(=O)Cc1ccccc1)C(=O)Nc1ccc(C(F)(F)F)cc1 (configuration not stated) | i | 5 | -4 | -2 | -7 | 5 | 8 | -2 | 0.8
COc1ccc(C(=O)NCCOc2cccc(OC)c2)cc1 | i | -4 | 0 | -12 | 3 | 2 | 7 | -1 | -0.1
COc1ccc(CC(=O)OCC(=O)N2CCN(S(=O)(=O)c3ccc(C)cc3C)CC2)cc1 | i | 14 | -2 | -6 | 3 | -3 | 6 | 0 | 2.3
COC(=O)[C@]1(C)N[C@H](CN(C)C(=O)Nc2ccc(Cl)cc2)[C@@H]2C(=O)N(Cc3ccccc3)C(=O)[C@@H]21 | i | -4 | -3 | -4 | 0 | -6 | 4 | -2 | -0.8
CC(=O)Nc1sc(C)c(C)c1C(=O)OCC(=O)N(CCC#N)c1cc(C)cc(C)c1 | i | 27 | -3 | 3 | -2 | -1 | 9 | -7 | -1.8
CS(=O)(=O)Nc1ccccc1C(=O)O | i | -6 | -1 | -10 | -4 | -2 | -16 | 2 | 0.5

At a glance, 6 of the compounds above:
SMILES | Neddylation inh | FAS-TE inh | MsrA act | CendR NRP1 mod | eLon inh | Rin1 Abl inh | SKN-1 block | MT1-MMP act inh | MsrA inh
COC(=O)CN(c1cccc(C)c1)S(=O)(=O)c1ccccc1 | i | -5 | -4 | 21 | -5 | -1 | 7 | -6 | -0.1
O=C(COC(=O)/C=C/c1ccc(F)cc1)NC1CC1 | i | -6 | -7 | 7 | 13 | 1 | -10 | -4 | -0.6
CC1CN(CC(=O)NN=C(c2ccccc2)c2ccccc2)CC(C)O1 (configuration not stated) | i | -9 | -5 | 4 | -4 | 1 | 4 | -5 | 1.6
Cn1c(=O)c(Oc2ccc(F)cc2)c(O)c2ccccc21 | i | -12 | -1 | -6 | 0 | 0 | 9 | -1 | -0.1
CCCN1CCN(C(=O)Cn2ncc3ccccc32)CC1 | i | -3 | -5 | -15 | 4 | 2 | 10 | -1 | -1.0
CC(C)NC(=O)c1ccccc1-c1ccccc1 | i | -10 | -11 | -13 | 1 | 0 | -25 | -1 | 0.1

Remaining list, next part:
SMILES | Neddylation inh | FAS-TE inh | MsrA act | CendR NRP1 mod | eLon inh | Rin1 Abl inh | SKN-1 block | MT1-MMP act inh | MsrA inh
Cc1c(-c2cccc(Cl)c2)nc2ccccc2c1C(=O)OCC(=O)N(C)C1CCS(=O)(=O)C1 (configuration not stated) | i | 1 | -3 | -1 | -10 | 0 | 11 | 0 | 1.1
COc1ccc(-c2csc(NC(=O)c3cccc(S(=O)(=O)N4CCN(C)CC4)c3)n2)cc1 | i | 14 | -2 | -3 | 1 | -1 | 4 | 4 | 0.6
COc1ccc(C2/C=C\CC(OCc3ccccc3)CC(=O)N2Cc2cccc(F)c2)cc1 (configuration not stated) | i | 15 | -3 | -10 | -8 | -7 | -8 | -11 | -0.1
Cc1ccc(Oc2c(F)c(F)nc(N3CCCC3)c2F)cc1 | i | 6 | 1 | -2 | 11 | 3 | 7 | 2 | -0.1
CCCCN(C)C1CCN(C(=S)Nc2cccc(OC)c2)CC1 | i | -6 | 4 | -5 | -2 | 0 | 6 | 1 | 0.4
O=C(O)CCCCNS(=O)(=O)/C=C/c1ccccc1 | i | -7 | -2 | 1 | -1 | -3 | -10 | 2 | 1.5
CCc1ccc(NC(=O)CSc2nc3ncc(Br)cc3[nH]2)cc1 | i | -6 | -3 | -6 | -18 | 0 | 2 | -2 | -1.2
O=S(=O)(c1ccc(Cl)cc1)N1CCN(c2nc(-c3cccs3)nc3ccccc23)CC1 | i | 25 | -3 | -2 | -10 | -3 | -3 | -12 | 0.3
Cc1cc(OC(C)C(=O)NCC2CCCO2)cc(C)c1Cl (configuration not stated) | i | -6 | -6 | 2 | 0 | 6 | -23 | 1 | 0.2
CCOc1ccc(NC(=O)Nc2ccc(NC(C)=O)cc2)cc1 | i | -15 | -6 | 2 | -4 | 3 | -3 | 2 | 0.1
COc1ccccc1NS(=O)(=O)c1cc(NC(=O)c2ccc(=O)[nH]c2)ccc1N1CCOCC1 | i | -3 | -4 | -16 | -6 | 2 | 2 | 4 | -0.4
O=C(N[C@@H](c1ccccc1)[C@H](O)c1ccccc1)[C@@H]1CCCN1C(=O)OCc1ccccc1 | i | -9 | -10 | 5 | -8 | 1 | -13 | 1 | 0.0
O=C(CCSc1ccc(Br)cc1)c1ccc(O)cc1 | i | 15 | 1 | -3 | 0 | 2 | -11 | -1 | 0.7
